ROMK primary = ROMK potassium channel modulators, primary screen, cell-based, thallium flux, MLSMR library; 130,000 compounds, 2% hits; Tet-inducible ROMK, thallium flux fluorescence; actives lie on both sides; B-score at 10 µM; ATP-sensitive inward rectifier potassium channel 1 (Homo sapiens), P48048; AID 1918, 2009;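 active means signal ratio slope over the read window, or its plate-corrected B-score, at least 3 SD from the plate mean, either direction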;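 further: B-score of the F/F0 ratio slope over 7 to 12 s after thallium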
Target sequence (P48048 whole entry, looked up): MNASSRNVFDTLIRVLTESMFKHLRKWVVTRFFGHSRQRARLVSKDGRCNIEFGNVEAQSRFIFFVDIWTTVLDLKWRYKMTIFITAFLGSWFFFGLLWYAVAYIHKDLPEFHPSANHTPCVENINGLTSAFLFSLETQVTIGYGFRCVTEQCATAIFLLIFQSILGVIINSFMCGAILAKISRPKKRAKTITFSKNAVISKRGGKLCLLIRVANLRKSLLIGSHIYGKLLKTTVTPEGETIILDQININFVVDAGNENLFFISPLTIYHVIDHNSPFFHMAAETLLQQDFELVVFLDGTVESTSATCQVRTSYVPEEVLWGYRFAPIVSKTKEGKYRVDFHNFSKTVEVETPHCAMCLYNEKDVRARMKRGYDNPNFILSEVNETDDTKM
PPARg SRC-2 ag = agonists of PPARg-SRC-2 recruitment, primary screen, biochemical, HTS | Peroxisome proliferator-activated receptor gamma (Homo sapiens), P37231 | PPARgamma LBD-SRC-2 recruitment | activation, % at 8 µM | 200,000 compounds, 0.34% hits | AID 1032, 2008; in the data active means activation above about 22%;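 further: 0% = vehicle and 100% = reference agonist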
Target sequence (P37231 whole entry, looked up, the tested form may be a part): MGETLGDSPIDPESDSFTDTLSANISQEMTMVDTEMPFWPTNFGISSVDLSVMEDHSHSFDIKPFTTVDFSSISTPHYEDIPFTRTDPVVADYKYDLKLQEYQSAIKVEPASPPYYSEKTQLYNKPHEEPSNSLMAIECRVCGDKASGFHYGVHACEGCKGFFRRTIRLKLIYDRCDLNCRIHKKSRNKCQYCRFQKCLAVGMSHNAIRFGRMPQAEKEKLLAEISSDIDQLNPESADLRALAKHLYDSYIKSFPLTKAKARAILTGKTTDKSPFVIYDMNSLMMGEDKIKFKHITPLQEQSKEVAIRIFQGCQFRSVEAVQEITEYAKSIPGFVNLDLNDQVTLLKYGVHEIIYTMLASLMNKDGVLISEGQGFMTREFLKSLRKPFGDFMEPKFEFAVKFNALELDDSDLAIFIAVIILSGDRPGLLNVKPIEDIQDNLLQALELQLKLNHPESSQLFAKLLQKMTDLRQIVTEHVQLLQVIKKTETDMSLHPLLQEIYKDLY
Efa HMGR inh = inhibitors of E. faecalis class II HMGR, primary screen, biochemical, Enterococcus faecalis; HMG-CoA reductase (Enterococcus faecalis, mvaE); purified E. faecalis HMGR, NADPH absorbance 340 nm kinetic; inhibition, % at 10 µM; 190,000 compounds, 0.41% hits; AID 1066, 2008;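 active means inhibition above a set limit, the median over all tested compounds plus 3 SD, cut at about 9.5% in these data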;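 further: enzyme runs in reverse so mevalonate oxidation gives rising NADPH absorbance; 0% = complete reaction with DMSO and 100% = background rate lacking mevalonate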
DTT redox prof = compounds producing H2O2 with reducing agent – biochemical, NIH compound library profiling, artefact control for MLSCN library redox annotation, primary screen. 200,000 compounds, 0.03% hits. activation, % at 10 µM. AID 878, 2007. DTT-dependent redox cycling H2O2, phenol red/HRP absorbance; 100% = 100 µM peroxide control, 0% = buffer;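 active means activation of at least 50% relative to the plate's high and low controls in the primary single-dose screen; inactive means activation below 50%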;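 further: compound incubated with DTT at 0.8 mM final as the reducing agent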
bIAP inh = bovine intestinal alkaline phosphatase inhibitors, primary screen, selectivity assay for TNAP inhibitor project, biochemical, bovine IAP, CDP-star luminescence | alkaline phosphatase, intestinal [Bos taurus] | purified bovine IAP, 30 min | inhibition, % at 20 µM | 190,000 tested, under 10 active;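 active means over 50% inhibition of intestinal alkaline phosphatase at 20 µM in the single-dose screen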
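System: purified bovine intestinal alkaline phosphatase (IAP) enzyme; Input: IAP diluted 1/65,000,000 in the well; Measured by: CDP-star luminescence signal; Compound dosing: 20 µM single dose; Incubation: 30 min reaction at room temperature.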
RAM network inh = inhibitors of the yeast RAM network, primary screen, dse1pr::URA3 reporter, 5-FOA selection; S. cerevisiae dse1pr::URA3 reporter, 5-FOA growth OD615, 2 d; analog-sensitive cbk1-as2 kinase mutant strain; inhibition, % at 50 µM; 190,000 compounds, 1.8% hits; AID 868, 2007;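 active means inhibition above a set limit, 3 SD over mean compound inhibition, cut at about 8.4% in these data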;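 further: 0% = DMSO-only wells with no growth and 100% = 10 µM 1-NA-PP1 full growth; inhibition rescues growth on 5-FOA so higher OD means more RAM inhibition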
TR-FRET SRC-2 ct = TR-FRET signal artefacts, primary screen, artefact control for PPARgamma SRC-2 agonist project, biochemical | TR-FRET artefact counter-screen; active compounds read high | TR-FRET ratio at 8 µM | 200,000 compounds, 0.4% hits; in the data active means TR-FRET ratio above about 2000; further: inactives centre near 1500
Lmaj promast = Leishmania major promastigote growth inhibition, primary screen. 200,000 compounds, 9% hits. inhibition, % at 10 µM. AID 1063, 2008. Leishmania major promastigotes, resazurin fluorescence viability; in the data active means inhibition above about 50%;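 further: promastigotes grown with compound for 44 hours at 28 °C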
PPARg SRC-3 ag = PPARgamma agonists recruiting SRC-3 coactivator, primary screen, biochemical; biochemical PPARgamma/SRC-3 coactivator recruitment assay; activation, % at 8 µM; 200,000 compounds, 0.26% hits; Peroxisome proliferator-activated receptor gamma (Homo sapiens), P37231; AID 731, 2007; in the data active means activation above about 23%;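 further: 0% = DMSO and 100% = reference agonist; some compounds past the cut are filed as inactive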
S1P3 antag = S1P3 receptor antagonists, primary screen, cell-based; 170,000 compounds, 0.27% hits; inhibition, % at 4.98 µM; Sphingosine 1-phosphate receptor 3 (Homo sapiens), Q99500; AID 485, 2006; CHO S1P3 NFAT-BLA reporter, FRET fluorescence, antagonist mode;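 active means inhibition above the plate cutoff, the mean inhibition of test wells on that plate plus 3 SD, cut at about 28% in these data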;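 further: cells challenged with S1P at its EC80 of 0.8 µM; blue over green emission ratio from cleaved BLA substrate after 4 h stimulation; 0% = S1P-stimulated wells and 100% = unstimulated DMSO-only wells; some compounds past the cut are filed as inactive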
PPARg SRC1 recr = PPARgamma agonists recruiting SRC-1 coactivator, primary screen, biochemical. 200,000 compounds, 0.41% hits. AID 631, 2007. Peroxisome proliferator-activated receptor gamma (Homo sapiens), P37231. activation, % at 8 µM. PPARgamma-SRC-1 coactivator recruitment biochemical assay; in the data active means activation above about 19%;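 further: 0% = DMSO and 100% = reference agonist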
* = called active by the depositor; nt = no result given. This is a random part of the collection; about 13% have a hit in one of these screens.

entry | canonical_smiles | ROMK primary | PPARg SRC-2 ag | Efa HMGR inh | DTT redox prof | bIAP inh | RAM network inh
1 | CCCCN=C1NN=C(c2ccc3c(c2)OCCO3)CS1 | -0.47 | 2 | -4 | -0.1 | 6 | 0.7
2 | COc1ccc(-n2ncc3c(=O)n(CC(=O)OCc4ccccc4)cnc32)cc1 | nt | 6 | -7 | 2.4 | 10 | 3.5
3 | OC(c1ccccc1)c1nc2ccccc2s1 (stereo not drawn) | -0.7 | -2 | 1 | 0.2 | 13 | 1.6
4 | COc1ccc(S(=O)(=O)N(C)CC(=O)Nc2cccc(C(C)=O)c2)cc1 | nt | 4 | -6 | 0.9 | 7 | 1.9
5 | O=C(O)CCNS(=O)(=O)c1ccc2ccccc2c1 | 0.63 | 0 | 0 | 0.6 | 10 | -0.9
6 | Cc1cc2cc(C)c(NCCNC(=O)c3cccs3)nc2cc1C | 0.21 | -8 | -4 | 0.0 | 3 | 0.3
7 | O=C(CSc1nncs1)NC1CCCc2ccccc21 (stereo not drawn) | -0.19 | 3 | -4 | -0.5 | -2 | 0.4
8 | CCOC(=O)C1(Cc2ccc(Cl)cc2)CCN(Cc2ccon2)CC1 | -0.21 | -4 | -6 | -1.2 | -8 | 1.5
9 | NS(=O)(=O)c1ccc(NC(=O)COC(=O)CCc2c[nH]c3ccccc23)cc1 | 0.37 | 7 | 0 | 0.3 | 6 | 1.1
10 | COc1ccc(N(C(=O)CNC(=O)c2cccs2)C(C(=O)NCC2CCCO2)c2ccc(OC)c(OC)c2)cc1 (stereo not drawn) | -0.39 | 3 | -5 | -1.0 | -8 | 2.6
11 | Cc1ccc(CNC(=O)CC2Nc3c4ccccc4nc(=S)n3C2=O)cc1 (stereo not drawn) | -0.05 | -3 | -4 | -0.7 | -28 | 3.6
12 | O=S(=O)(c1ccccc1)N1CCN=C1SCc1ccc(Cl)c(Cl)c1 | -0.15 | 7 | 0 | 0.1 | 11 | 12*
13 | CCOc1cccc(OCCCCn2ccnc2)c1 | nt | -5 | -10 | 0.2 | 14 | -0.6
14 | CCOC(=O)c1c(C)[nH]c(C(=O)OCC(=O)N(C)C2CCS(=O)(=O)C2)c1C (stereo not drawn) | 0.61 | -2 | 3 | 0.7 | 7 | 0.4
15 | N#CC1=C2SC=C(c3ccc(Br)cc3)N2CCCC1=O | nt | 1 | 2 | -0.1 | -3 | 2.4

entry | TR-FRET SRC-2 ct | Lmaj promast | PPARg SRC-3 ag | S1P3 antag | PPARg SRC1 recr
1 | 1483 | -2 | 5 | -9 | -8
2 | 1491 | -9 | 6 | 5 | 3
3 | 1590 | -4 | -4 | 12 | 8
4 | 1547 | -7 | 6 | 10 | -1
5 | 1430 | -6 | -4 | nt | 0
6 | 1395 | 10 | -2 | -17 | 2
7 | 1589 | -8 | -1 | 3 | 8
8 | 1392 | 95* | 1 | -11 | 10
9 | 1538 | -5 | 1 | -9 | 15
10 | 1656 | 5 | 0 | 6 | 0
11 | 1799 | 29 | 7 | -13 | 10
12 | 1533 | 51* | -2 | 13 | 2
13 | 1293 | 87* | 1 | 18 | -2
14 | 1362 | 3 | -7 | nt | -4
15 | 1766 | 4 | 5 | 13 | 10

(list continues)
entry | canonical_smiles | ROMK primary | PPARg SRC-2 ag | Efa HMGR inh | DTT redox prof | bIAP inh | RAM network inh
16 | CC1=C(C#N)C(Nc2ccc(C)cn2)(C(F)(F)F)C(=O)N1 (stereo not drawn) | -0.56 | 6 | -3 | -0.5 | 48 | 0.9
17 | CCN(CC)S(=O)(=O)c1ccc(Cl)c(NC(=O)COC(=O)/C=C/c2ccc(O)c(OC)c2)c1 | 0.09 | 3 | -1 | -0.4 | 30 | 5.7
18 | C/C(CC1CC(COCC(C)C)OC1=O)=N\Nc1nc(-c2ccccc2)cs1 (stereo not drawn) | nt | 5 | 2 | 2.5 | 24 | 1.7
19 | COc1cccc(NC(=O)Cc2c(C(=O)O)[nH]c3ccccc23)c1 | nt | 2 | -6 | -4.0 | 0 | 2.2
20 | CC(=O)c1cccc(NC(=O)Nc2c(C)nn(C)c2C)c1 | nt | 2 | 0 | 1.1 | 3 | 0.2
21 | c1coc(Cn2nnnc2CN2CCN(C3CCCC3)CC2)c1 | nt | 4 | 7 | -3.0 | 8 | 0.4
22 | COc1ccc(C(NC(=O)/C=C/c2ccco2)c2ccc(OC)c(OC)c2)cc1OC | -0.12 | 4 | -6 | -0.6 | 17 | 3.1
23 | COc1ccc(CCNC(=O)C2CCC(CNc3c(N4CCCC4)c(=O)c3=O)CC2)cc1OC (stereo not drawn) | nt | 3 | -3 | -1.0 | -5 | 1.8
24 | COC(=O)CNC(=O)C(CCSC)NC(C)=O (stereo not drawn) | 1.6 | 2 | -1 | -0.2 | -3 | 1.8
25 | CN(C)CCCn1c(SCC(=O)Nc2sc3c(c2C#N)CCCC3)nnc1-c1ccncc1 | -0.013 | 7 | -3 | 0.1 | 4 | 0.6
26 | COc1ccc(-c2nc(NC(=O)c3n[nH]c(=O)c4ccccc34)sc2C)cc1 | 0.61 | 9 | 2 | nt | -23 | 0.9
27 | O=C1C2C3C=CC(CC3)C2C(=O)N1/N=C/c1ccc(O)c(O)c1 (stereo not drawn) | nt | 4 | 5 | -0.3 | 13 | 1.1
28 | Cc1ccc2nc(Cc3ccc(N)cc3)[nH]c2c1 | nt | -4 | -2 | 2.5 | -11 | 1.3
29 | OCC1(CC2CCCCO2)CCN(Cc2ccccc2-c2ccco2)CC1 (stereo not drawn) | -0.42 | -2 | -7 | 12 | -3 | 0.5
30 | Cc1ccc(NC(=O)N2CCc3ccccc3C2)cc1 | nt | 1 | 4 | 0.3 | 9 | 1.2

entry | TR-FRET SRC-2 ct | Lmaj promast | PPARg SRC-3 ag | S1P3 antag | PPARg SRC1 recr
16 | 1641 | -2 | 0 | nt | -1
17 | 1680 | -2 | 1 | 2 | 3
18 | 1593 | -5 | -5 | nt | 2
19 | 1591 | -6 | 2 | nt | 0
20 | 1626 | 1 | 13 | 24 | 6
21 | 1490 | 74* | -2 | -26 | -2
22 | 1454 | -5 | 1 | 7 | 4
23 | 1601 | -6 | 1 | -5 | 7
24 | 1548 | -4 | 5 | -17 | 8
25 | 1469 | 5 | 1 | nt | 0
26 | 1626 | 63* | -1 | -3 | 2
27 | 1680 | -6 | -1 | 7 | 1
28 | 1440 | 2 | -12 | nt | -8
29 | 1665 | -1 | -8 | -18 | 4
30 | 1504 | 2 | -3 | nt | 6

Whole records, quoted from the list. Screens in order: ROMK primary, PPARg SRC-2 ag, Efa HMGR inh, DTT redox prof, bIAP inh, RAM network inh, TR-FRET SRC-2 ct, Lmaj promast, PPARg SRC-3 ag, S1P3 antag, PPARg SRC1 recr
C/C(CC1CC(COCC(C)C)OC1=O)=N\Nc1nc(-c2ccccc2)cs1 (stereo not drawn) in the list: nt, 5, 2, 2.5, 24, 1.7, 1593, -5, -5, nt, 2
CC1=C(C#N)C(Nc2ccc(C)cn2)(C(F)(F)F)C(=O)N1 (stereo not drawn) in the list: -0.56, 6, -3, -0.5, 48, 0.9, 1641, -2, 0, nt, -1
O=C1C2C3C=CC(CC3)C2C(=O)N1/N=C/c1ccc(O)c(O)c1 (stereo not drawn) in the list: nt, 4, 5, -0.3, 13, 1.1, 1680, -6, -1, 7, 1

More compounds
entry | canonical_smiles | ROMK primary | PPARg SRC-2 ag | Efa HMGR inh | DTT redox prof | bIAP inh | RAM network inh
31 | CC12CC3(C)CC(C)(C1)CC(C(=O)NC(=S)N1CCOCC1)(C2)C3 | nt | 12 | -5 | 0.8 | -8 | -1.3
32 | O=C(NNC(=S)NCc1ccccc1)c1ccccc1OC(F)F | -0.033 | -5 | 3 | -0.4 | 4 | 0.1
33 | Oc1ccc(Cl)cc1-c1cc(-c2ccccc2Cl)[nH]n1 | 0.2 | 0 | 1 | 0.7 | 4 | 6.0
34 | c1ccc(Oc2ccc(-c3ccnc4nc(N5CCOCC5)nn34)cc2)cc1 | -0.051 | 5 | -9 | -0.2 | 5 | 0.9
35 | CCC1C(=O)N=C(SCC(=O)Nc2ccc(C(=O)OC)cc2)NC1=O (stereo not drawn) | nt | 1 | 2 | 1.9 | 12 | 7.2
36 | Cc1ccc(Sc2c(C#N)c(-c3ccccc3)nn2C)cc1 | nt | 2 | -1 | 4.1 | 22 | 0.3
37 | CN1C(=O)c2ccc(C(=O)NCc3ccccc3)cc2C1=O | nt | 15 | -1 | -0.6 | 15 | 0.9
38 | COC(=O)c1sc(NC(=O)/C=C/c2ccc(C)o2)nc1C | nt | 4 | 0 | 0.0 | -14 | 4.3
39 | Oc1ccccc1C1=NCCNC(C(F)(F)F)=C1 | -1.4 | -5 | 0 | 0.3 | -2 | 0.9
40 | CC(C)OC(=O)CSc1nc(-c2ccc(F)cc2)cc(C(F)(F)F)n1 | 0.34 | 3 | -7 | 0.0 | 9 | 2.2
41 | COc1cc(OC)c(NC(=O)c2ccccc2F)cc1Cl | 0.6 | 4 | -6 | -0.6 | 7 | 3.4
42 | Cc1cccc(-n2ncc3c(N4CCOCC4)ncnc32)c1 | -1 | 13 | -5 | -0.4 | -9 | -1.0
43 | COc1cccc(OCC(=O)Nc2ccc(OC)c(OC)c2)c1 | -0.43 | -3 | -8 | -0.3 | 10 | 0.7
44 | C/C(=N\NC(=S)NC(C)C)c1ccc(Cl)s1 | nt | 5 | -8 | 0.7 | 14 | -0.5
45 | CN(Cc1ccccc1)C(=O)CSc1cc(=O)n(C)c2ccccc12 | -0.87 | 17 | -2 | -0.2 | -1 | 1.5

entry | TR-FRET SRC-2 ct | Lmaj promast | PPARg SRC-3 ag | S1P3 antag | PPARg SRC1 recr
31 | 1680 | -1 | 11 | nt | 7
32 | 1513 | 13 | 2 | 13 | 11
33 | 1655 | 14 | 3 | nt | -1
34 | 1482 | 10 | 0 | -19 | 3
35 | 1540 | -6 | 12 | -57 | -4
36 | 1525 | 2 | -10 | nt | 0
37 | 1585 | -4 | 5 | 30 | -1
38 | 1516 | -3 | 5 | 13 | 4
39 | 1546 | -6 | 3 | 5 | -3
40 | 1495 | 0 | 0 | nt | 3
41 | 1359 | -9 | 1 | -10 | 0
42 | 1466 | -2 | 4 | -27 | 8
43 | 1537 | 0 | 0 | -35 | -2
44 | 1556 | 27 | 5 | 8 | 8
45 | 2656* | 1 | 31* | 2 | 46*
